Vc quorum ag = induces V. cholerae light production without autoinducers; 0.16% of 350,000 active; AID 588436; activation, % at 18.7 µM; V. cholerae BH1578 lux reporter, luminescence, 6 h; in the data active means activation mostly above about 9.7%, no sharp cut-off; inconclusive means no clear call, values can overlap the other calls; inactive means mostly below about 3.7%; further: not every result past the cut was called active; inactives centre near 0; reference of the scale not given here
TcdB inh = blocks C. difficile toxin B glycohydrolase activity; P18177; TcdB glycohydrolase enzymatic assay, plate reader; inhibition, % at 9.99 µM; 0.24% of 350,000 active; in the data active means inhibition above about 10%
SARS 3CLpro inh = SARS-CoV 3CLpro protease inhibition; AID 1706; P0C6X7; 0.14% of 290,000 active; inhibition, % at 6 µM; recombinant SARS-CoV 3CLpro, quenched FRET peptide cleavage; in the data active means inhibition above about 12%
BoNT-A LC inh2 = BoNT A light chain protease inhibition; multiplex microsphere protease substrate cleavage, flow cytometry; inhibition, % at 10 µM; 0.17% of 360,000 active; AID 588499; further: plate controls were buffer without enzyme for full effect and enzyme alone for no effect
PrPC surface inh = inhibitors of human cell surface prion protein PrPC; 0.43% of 370,000 active; TR-FRET read-out; inhibition, % at 13.8 µM; P04156; AID 720596; in the data active means inhibition above about 24%; further: 0% = median of the test wells and 100% = reference compound wells
Anthrax LF inh2 = anthrax lethal factor protease inhibition | P15917 | multiplex microsphere protease cleavage assay, LF | inhibition, % at 10 µM | 0.12% of 360,000 active | AID 588501; further: plate controls were buffer without enzyme for full effect and enzyme alone for no effect
PfHsp40 yeast = compounds rescuing yeast from Plasmodium falciparum HSP40 toxicity; S. cerevisiae expressing PfHsp40, growth rescue, ATP luminescence; growth rescue, % at 12.5 µM; 0.68% of 340,000 active; in the data active means growth rescue above about 28%, passing the limit was not always enough; inconclusive means no clear call, values can overlap the other calls;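 further: yeast W303a lacking pdr1 and pdr3 grown in galactose medium; growth measured after three days at 30 °C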
SSB-PriA inh = blocks PriA binding to SSB C-terminal tail. inhibition, % at 33 µM. AlphaScreen SSBct-PriA binding, biotinylated peptide. 0.6% of 430,000 active. AID 1272365; in the data active means inhibition mostly above about 37%, no sharp cut-off; inactive means mostly below about 20%;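 further: plate controls were negative control peptide for no effect and reference peptide for full effect; strong numbers were not always called active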
Y pestis TopoI = blocks Yersinia pestis topoisomerase I activity | 0.064% of 360,000 active | AID 504884 | Y. pestis Topo-I cleavage product accumulation, plate reader | activity, % at 10 µM; in the data active means activity above about 50%, passing the limit was not always enough; inconclusive means no clear call, values can overlap the other calls; further: inactives centre near 2
Starred values were filed as active, the others as inactive; i = inactive; ? = inconclusive; nt = not tested or not shown. Unless noted, no stated cut-off is given here; in the data, active means inhibition above about 30%; inconclusive means no clear call, values can overlap the other calls; inactive means below that. Not all compounds are listed; count on the stated rates, not on these rows.

Results follow in this order: PfHsp40 yeast, BoNT-A LC inh2, Y pestis TopoI, SSB-PriA inh, Anthrax LF inh2, PrPC surface inh, Vc quorum ag, TcdB inh, SARS 3CLpro inh
- COc1ccc(-c2nnc(-c3ccc(F)cc3)o2)cc1
    0.6, 5.8, -7, -20, 8, -4, -1.1, -0.8, 1
- COc1ccccc1NC(=O)C(C)Sc1nnc2ccccn12 (stereo unspecified)
    -1.6, -1.9, 7, -23, -2, -3, i, 1.2, nt
- COc1ccc(CNC(=O)CSc2ncn[nH]2)cc1OC
    0.1, 0.3, 1, -6, 0, -3, -0.4, 0.7, -1
- CCc1nnc(NC(=O)c2cc(OC)c(OC)cc2[N+](=O)[O-])s1
    0.1, -1.3, 4, -7, -3, -7, -0.3, 0.6, 0
- CCc1c(C#N)c(=O)[nH]c(=O)n1-c1ccccc1
    -0.6, 0.2, -5, -5, -1, -6, -0.9, 0.0, nt
- COc1ccc(C2C(C(=O)OCC(=O)N3CCCCC3)CCC(=O)N2c2ccc(OC)cc2)cc1 (stereo unspecified)
    0.7, 0.8, 5, -9, -2, -1, i, nt, -2
- CCCC(C)C(=O)Nc1ccccc1C(=O)OCC (stereo unspecified)
    0.2, 0.0, -3, -12, 0, -10, -0.4, nt, 0
- COCCN(C(=O)COC(=O)CCC(=O)c1ccc(C)cc1)c1c(N)n(Cc2ccccc2)c(=O)[nH]c1=O
    0.2, 1.4, 17, -2, 0, 0, -0.5, -1.1, -2
- CC(=O)N1CCCc2cc(S(=O)(=O)N3CCCC(C(=O)N4CCN(c5cc(C)ccc5C)CC4)C3)ccc21 (stereo unspecified)
    0.9, 0.3, 24, -4, -3, 25*, -0.2, -8.6, 6
- CCOC(=O)C1CCN(C(=S)Nc2cc(C)ccc2C)CC1
    -0.7, -0.8, 0, -11, -2, 5, -0.3, 1.1, -1
- OCC1OC(n2cnc3c(=S)nc[nH]c32)CC1O (stereo unspecified)
    -0.8, -0.4, -1, 10, 3, -2, i, 1.1, nt
- CN(C)c1ccc(CNC(=O)CCS(=O)(=O)c2ccc3c(c2)oc(=O)n3C)cc1
    1.2, 1.7, -2, -14, -2, 0, -0.4, -2.7, 5
- NC(=O)Cn1cnc2c(nnn2-c2cccc(Cl)c2)c1=O
    -1.1, 1.0, 2, -14, 13, 9, 1.9, -0.3, -1
- COc1ccc(S(=O)(=O)N2CCN(C)CC2c2ccccc2)cc1OC (stereo unspecified)
    -1.2, 0.3, -1, -17, 1, -8, -1.7, 1.5, nt
- O=S(=O)(c1cc(Cl)cc(Cl)c1)N1CCC2CC1c1cc(Cl)ccc12 (stereo unspecified)
    -1.6, -0.3, 26, -11, -8, -7, -0.5, 2.2, nt
- CC/C(=N\Nc1ccc([N+](=O)[O-])cc1)c1ccccc1
    430*, 0.1, -10, nt, -1, nt, i, nt, -1
- COc1cccc(CNc2nc3ccccc3n2C)c1O
    1.3, -4.5, -15, 7, 29, 8, -0.2, -2.4, 1
- CCn1cc(C(=O)OCc2cccc(Br)c2)c(=O)c2ccc(C)nc21
    3.3, 2.5, 13, -16, 1, 2, nt, nt, -3
- CCN(CC)CCCN(Cc1cc2cc3c(cc2[nH]c1=O)OCO3)C(=S)NCc1ccco1
    -1.9, -1.9, -3, -4, -10, -6, i, 2.9, -7
- CC(C)OCCCNc1ncnc2c1cnn2-c1ccccc1
    0.2, 0.1, 2, 0, 0, 15, 3.6, nt, 3
- Cc1ccc2nc(-c3ccccn3)oc2c1
    -0.9, 0.0, 8, -1, -2, 3, -0.3, nt, -2
- C/C(=N\Nc1nc2ccccc2[nH]1)c1ccc(C)o1
    0.9, -0.7, 1, nt, -2, 2, -2.1, nt, 0
- CCc1cccc(NC(=S)N2CCC(c3ccccc3)C2)c1 (stereo unspecified)
    13, -1.1, 18, -5, -8, 9, -0.4, 1.3, -1
- COc1ccc(NC(=O)CSc2nnc(-c3ccccc3)n2Cc2ccco2)cc1OC
    0.6, -0.1, 17, 6, 1, 5, -0.3, nt, 1
- Cc1ccc(-n2ncc3c(SCc4cccnc4)ncnc32)c(C)c1
    0.4, -0.4, -3, 0, -3, 18, -0.9, -1.6, 3
- COC(=O)c1ccc(-c2ccc(F)cc2)nc1C
    -1.7, 0.1, -1, -39, 1, -4, i, nt, 2
- O=C1NC(c2ccccc2)=N/C1=C/c1ccco1
    2.8, -0.3, 4, 13, 1, 3, -0.5, -1.6, -3
- C=CCn1c(C)cc(C2=NNC(=NCc3ccccc3)SC2)c1C
    -1.2, 0.0, 7, 2, 0, -3, -1.2, 0.1, 8
- CCc1cccc(C)c1NC(=O)CSc1n[nH]c(N)n1
    -0.1, 0.3, 0, 0, 5, -5, i, 1.3, nt
- COCCNC(=O)C1CCCN(C(=O)c2cc(-c3ccccc3)cs2)CC1 (stereo unspecified)
    nt, -0.5, -1, nt, -5, 9, 0.9, 0.8, nt
- N#Cc1cc2c(nc1S(=O)(=O)Cc1ccccc1)CCCC2
    -0.4, 0.5, 4, -5, -2, 0, -0.2, 0.7, 1
- COc1ccccc1NC(=S)N1CCN(c2ccccc2F)CC1
    -0.9, ?, 1, 4, -2, -3, i, 0.2, 8
- CNC(=O)C1(C)Cc2c(-c3ccc(NC(C)=O)cc3)ccnc2O1 (stereo unspecified)
    nt, -0.1, -5, nt, -2, -3, i, 1.4, nt
- CC(=O)N1CCN(CC(=O)Nc2cc(F)ccc2C)CC1
    -0.8, nt, -4, -22, nt, 0, -0.4, -0.5, 4
- N=c1oc2ccc(Br)cc2cc1C(=O)NCc1ccccc1
    0.4, 0.8, 3, 13, 0, -3, 0.7, 2.1, 3
- CSc1ccc(C2=CC(=O)C[C@H](c3ccc(Cl)cc3)C2)cc1
    8.1, 0.6, 31, 4, -3, 3, -2.1, 0.3, nt
- CC(C)CC(C(=O)NCC1CCCO1)N(C(=O)Cn1nnc(-c2ccc(F)cc2)n1)c1ccccc1F (stereo unspecified)
    -0.4, -3.0, 7, -2, -5, 0, 5.6, nt, -6
- CCOC(=O)N1CCc2c(sc3nc4n(c(=O)c23)N=C(C)CS4)C1
    2.7, 0.5, -4, -5, -4, -8, -8.3, nt, -3
- CC1(C(=O)NS(=O)(=O)c2ccc(Cl)cc2)CCN1C(=O)COc1ccc(Cl)cc1 (stereo unspecified)
    nt, -0.4, 4, nt, -7, -2, i, -0.3, nt
- c1ccc(Cn2c(NCc3ccccn3)nc3ccccc32)cc1
    -2.0, -0.3, 10, -6, -1, 0, i, -0.1, -4
- Cc1ccc(C)c(NC(=O)CS(=O)(=O)c2cn(C)c3ccccc23)c1
    0.3, -0.9, -6, -13, 1, 6, i, 2.2, 8
- COC(=O)[C@H]1C[C@@H]1[C@H](N)c1ccccc1
    9.0, -0.8, 4, 0, 2, -1, i, 0.6, 0
- CN1C(=O)/C(=C/c2ccccc2F)Sc2ccc(C(=O)NCC3CCCO3)cc21 (stereo unspecified)
    7.4, -0.8, 24, 4, 1, -11, 0.4, 2.0, 5
- O=c1[nH]c2ccc(Br)cc2c(-c2ccccc2)c1N1CCOCC1
    0.1, 0.1, 7, -14, -1, 2, -0.1, 2.4, 2
- O=C(CC1Sc2ccccc2NC1=O)Nc1cccnc1 (stereo unspecified)
    -0.5, -0.1, 1, -4, 0, 1, i, 0.9, -3
- COc1ccccc1N1CCN(C(=O)C2CCC(Cn3c(=S)[nH]c4ccccc4c3=O)CC2)CC1 (stereo unspecified)
    1.2, -2.6, 10, -10, 2, 0, i, nt, 0
- CCOc1ccc(CN2CCN(C(=O)c3cccc(F)c3)CC2)cc1
    5.3, 0.1, 11, -12, -2, -8, -3.6, 1.2, -6
- O=C(CN1CCCCCC1)Nc1ccccc1C(=O)Nc1ccccc1
    -1.8, -1.7, 1, -23, -3, -2, i, -0.3, nt
- COc1cccc(NC(=O)C(=O)c2cn(CC(=O)N3CCOCC3)c3ccccc23)c1
    1.1, -2.7, 18, -4, 0, -14, 1.0, -0.8, 4
- CCN1CCN(C(CNS(=O)(=O)c2cccs2)c2cccnc2)CC1 (stereo unspecified)
    1.5, 1.0, -4, -6, 4, -1, -0.3, 1.6, 3
- CC(CCl)OC(C)CCl (stereo unspecified)
    -1.3, -0.2, 6, -12, -4, -3, 0.5, -0.1, nt
- Cc1ccc(OCCOCCNC(C)(C)C)c([N+](=O)[O-])c1
    -0.4, -1.8, -1, -8, -4, -7, i, nt, -2
- O=C(OCC(=O)N1CCCC1=O)C1CCN(S(=O)(=O)c2ccc(Cl)c(C(F)(F)F)c2)CC1
    1.3, -1.0, -11, 8, -2, 3, 0.7, 1.5, nt
- CCc1ccc(-c2cc(C)no2)cc1S(=O)(=O)NCc1ccco1
    0.1, 1.2, 7, 12, 1, 7, 0.9, 1.6, 3
- CN1CCN(C(=O)COc2ccc(Oc3ccccc3)cc2)CC1
    -0.8, -1.0, 1, -14, -3, -1, -0.1, -1.7, 0
- CCOC(=O)CC1=C(C(=O)OCC)C(c2ccc(OC)c(OC)c2)C(C#N)=C(N)O1 (stereo unspecified)
    0.9, 0.6, 2, 2, 0, 4, -0.7, nt, -7
- COc1ccccc1CNC(=O)COC(=O)c1ccc(C)c(S(=O)(=O)N2CCCCC2)c1
    1.3, 0.9, 38, -5, -9, 3, i, 2.6, -5
- Cc1nnsc1S(=O)c1ccc(Cl)cc1 (stereo unspecified)
    0.1, -8.7, 4, -17, 3, -6, i, 2.5, -2
- Cc1ccc(NC(=O)CN(C)C(=O)c2ccc(Cl)c(S(=O)(=O)NCc3ccco3)c2)cc1
    -0.1, 1.3, 2, -7, 4, 6, i, 2.1, nt
- O=C(O)CC(NC(=O)C12CC3CC(CC(C3)C1)C2)c1cccc(Cl)c1 (stereo unspecified)
    1.6, -1.1, 9, 1, 4, -2, -0.3, -0.8, -1

Continuation:
Results follow in this order: PfHsp40 yeast, BoNT-A LC inh2, Y pestis TopoI, SSB-PriA inh, Anthrax LF inh2, PrPC surface inh, Vc quorum ag, TcdB inh, SARS 3CLpro inh
- Cc1nc2ccc(S(=O)(=O)NC(C(=O)Nc3nc4ccc(Cl)cc4s3)C(C)C)cc2s1 (stereo unspecified)
    0.1, -0.4, 1, -10, 0, 3, -0.5, 1.2, 0
- Cc1ccc(CNC(=O)CN(C)S(=O)(=O)c2cccs2)cc1
    1.0, -0.7, -8, -6, -7, 9, -0.3, 0.3, -1
- CC(=O)N1CCN(c2ccc(NCc3ccc(C)cc3)cc2)CC1
    -0.8, -0.2, 7, 35, -6, -19, -0.4, nt, -1
- CCOc1ccc(CCNC(=O)CSc2cc(=O)n(C)c3cc(Cl)ccc23)cc1OCC
    -0.8, -0.7, 0, -21, -2, 0, -0.6, nt, 2
- Cc1cc(CN(C)C(=O)CC2C(=O)NCCN2Cc2c(F)cccc2Cl)n[nH]1 (stereo unspecified)
    0.3, -1.3, 0, -17, -5, -5, i, -1.1, -1
- CSCCC(NC(=O)c1cccc(C)c1)C(=O)OCC(=O)Nc1c(C)nn(-c2ccccc2)c1C (stereo unspecified)
    -0.2, 2.0, 22, 14, -8, -4, i, -3.9, nt
- CCOC(=O)C(C)(C)Oc1ccc(Cl)cc1
    4.5, -0.6, 0, -5, -1, 4, 0.7, 1.3, nt
- O=C(CN1CCN(Cc2ccccc2F)C1=O)NCc1ccco1
    -1.1, 0.9, 4, 0, 2, -2, 3.8, nt, 3
- CCN(CC(=O)Nc1c(F)cccc1F)C(=O)c1cc([N+](=O)[O-])ccc1N1CCCCC1
    1.8, -0.6, 4, 11, 3, -17, 0.1, 2.0, nt
- Cc1ccccc1CN1CCNC(=O)C1CC(=O)O (stereo unspecified)
    -0.2, 0.5, -4, -2, -1, -3, -0.1, -0.6, 0

Reformatted as tab-separated lines: entries from further up.
structure	PfHsp40 yeast	BoNT-A LC inh2	Y pestis TopoI	SSB-PriA inh	Anthrax LF inh2	PrPC surface inh	Vc quorum ag	TcdB inh	SARS 3CLpro inh
Cc1cc(CN(C)C(=O)CC2C(=O)NCCN2Cc2c(F)cccc2Cl)n[nH]1 (stereo unspecified)	0.3	-1.3	0	-17	-5	-5	i	-1.1	-1
Cc1ccccc1CN1CCNC(=O)C1CC(=O)O (stereo unspecified)	-0.2	0.5	-4	-2	-1	-3	-0.1	-0.6	0
